Screening results deposited in PubChem by several laboratories.
M4 antag: human M4 muscarinic receptor antagonists, primary screen, CHO cells, Fluo-8 calcium fluorescence; CHO-hM4 cells, ACh EC80; inhibition, % at 3 µM; hit rate 0.73% among 360,000; AID 624125, 2012;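 active = inhibition above its plate's cutoff, the mean inhibition of sample wells plus 3 SD, cut at about 27% in these data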;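 also: 0% = acetylcholine EC80 with DMSO and 100% = DMSO without agonist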
Target sequence (P08173 whole entry, looked up): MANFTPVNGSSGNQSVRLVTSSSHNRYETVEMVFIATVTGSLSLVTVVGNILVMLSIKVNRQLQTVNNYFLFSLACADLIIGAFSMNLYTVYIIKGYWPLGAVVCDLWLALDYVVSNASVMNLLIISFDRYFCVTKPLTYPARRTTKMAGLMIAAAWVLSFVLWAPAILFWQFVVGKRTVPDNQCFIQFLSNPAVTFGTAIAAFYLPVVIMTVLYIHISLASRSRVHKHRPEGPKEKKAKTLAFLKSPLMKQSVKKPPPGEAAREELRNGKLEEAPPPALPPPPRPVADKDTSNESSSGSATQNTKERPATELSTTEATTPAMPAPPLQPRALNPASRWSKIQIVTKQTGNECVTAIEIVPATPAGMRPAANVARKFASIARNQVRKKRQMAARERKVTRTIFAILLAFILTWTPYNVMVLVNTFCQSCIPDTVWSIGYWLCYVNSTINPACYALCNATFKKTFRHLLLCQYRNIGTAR
M4 ag: human M4 muscarinic receptor agonists, primary screen, CHO-K1 cells, Fluo-8 calcium fluorescence; hit rate 0.14% among 360,000; Muscarinic acetylcholine receptor M4 (Homo sapiens), P08173; activation, % at 3 µM; CHO-K1 hM4/Gqi5; vehicle 0%, full acetylcholine response 100%;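 active = activation above the run mean over all test wells plus 3 SD, cut at about 32% in these data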;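 also: peak over basal fluorescence ratio per well then scaled between controls; 0% = DMSO wells and 100% = acetylcholine at EC100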
M1 PAM: human M1 muscarinic receptor positive allosteric modulators, primary screen, CHO-K1 cells, Fluo-8 calcium fluorescence, 1536-well; CHO-K1 hM1, ACh EC20; 0% = ACh EC20, 100% = maximal ACh; AID 588819, 2011; activation, % at 3 µM; Muscarinic acetylcholine receptor M1 (Homo sapiens), P11229; hit rate 0.088% among 360,000; in the data active = activation above about 19%, passing the limit was not always enough
Target sequence (P11229 whole entry, looked up): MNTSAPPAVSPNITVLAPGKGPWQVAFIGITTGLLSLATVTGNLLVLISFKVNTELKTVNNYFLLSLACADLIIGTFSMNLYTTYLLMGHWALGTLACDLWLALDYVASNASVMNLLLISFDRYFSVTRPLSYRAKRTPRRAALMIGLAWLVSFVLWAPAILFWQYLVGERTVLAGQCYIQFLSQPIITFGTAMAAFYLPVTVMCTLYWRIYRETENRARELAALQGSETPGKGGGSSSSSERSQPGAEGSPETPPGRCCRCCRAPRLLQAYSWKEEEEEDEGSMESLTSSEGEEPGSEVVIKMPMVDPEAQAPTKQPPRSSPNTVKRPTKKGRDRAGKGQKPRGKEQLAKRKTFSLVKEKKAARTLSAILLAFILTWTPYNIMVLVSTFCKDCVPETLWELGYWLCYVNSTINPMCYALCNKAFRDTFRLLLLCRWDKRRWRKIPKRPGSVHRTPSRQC
CHRM5 agonist: human M5 muscarinic receptor agonists, primary screen, CHO-K1 cells, Fluo-8 calcium fluorescence. Muscarinic acetylcholine receptor M5 (Homo sapiens), P08912. CHO-K1 hM5 cells; 0% DMSO wells, 100% maximal acetylcholine response. hit rate 0.19% among 360,000. activation, % at 3 µM;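 active = activation above the run's mean over test compounds plus 3 SD, cut at about 23% in these data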;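 also: signal is peak over basal fluorescence ratio across the kinetic read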
M5 antag: human M5 muscarinic receptor antagonists, primary screen, CHO cells, Fluo-8 calcium fluorescence; AID 624040, 2012; Muscarinic acetylcholine receptor M5 (Homo sapiens), P08912; CHO-hM5 cells, ACh EC80; hit rate 0.59% among 360,000; inhibition, % at 3 µM;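 active = inhibition above a per-plate cutoff, the mean of that plate's test compounds plus 3 SD, cut at about 27% in these data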;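 also: 0% = acetylcholine EC80 with DMSO and 100% = DMSO without agonist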
M4 PAM: human M4 muscarinic receptor positive allosteric modulators, primary screen, CHO-K1 cells, Fluo-8 calcium fluorescence | AID 624126, 2012 | activation, % at 3 µM | hit rate 0.4% among 360,000 | CHO-K1 hM4/Gqi5, ACh EC20; 0% = ACh EC20, 100% = maximal ACh;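 active = activation above its plate's cutoff, the mean activation of sample wells plus 3 SD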; also: some results filed as inactive read as strong as hits
CRFR2-BP ag: agonists of CRF-BP/CRF-R2 complex, primary screen, cell-based, HEK293, calcium dye fluorescence, uHTS. CRF-binding protein / CRF receptor 2 complex (human). calcium dye fluorescence (FLIPR); percent of saturating CRF peptide response. activation, % at 13.2 µM. hit rate 0.46% among 350,000. AID 588473, 2011;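 active = activation of at least 50%, plus an integration ratio under a set limit after plate pattern correction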;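 also: plate controls were neutral control wells without compound for no effect and CRF at EC100 for full effect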
M1 antag: human M1 muscarinic receptor antagonists, primary screen, CHO-K1 cells, Fluo-8 calcium fluorescence, 1536-well; Muscarinic acetylcholine receptor M1 (Homo sapiens), P11229; CHO-K1 hM1, ACh EC80 antagonist; inhibition, % at 3 µM; hit rate 1.3% among 360,000; AID 588852, 2011;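 active = percent inhibition above its own plate's cutoff, namely the mean of that plate's compound wells plus 3 SD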;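 also: peak over basal fluorescence ratio during 140 s after agonist addition; 0% = ACh EC80 plus DMSO and 100% = DMSO alone without agonist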
M5 PAM: human M5 muscarinic receptor positive allosteric modulators, primary screen, CHO-K1 cells, Fluo-8 calcium fluorescence; hit rate 0.3% among 360,000; AID 624038, 2012; CHO-K1 hM5, ACh EC20 PAM; 0% = ACh EC20, 100% = ACh EC100; activation, % at 3 µM; Muscarinic acetylcholine receptor M5 (Homo sapiens), P08912;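 active = activation above the run cutoff, the mean activation of all test compounds plus 3 SD, cut at about 18% in these data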
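Probe or stimulus: acetylcholine, EC20 level; Assay system: human M5 receptor in CHO-K1 cells; Schedule: compound preincubation 140 s before EC20 acetylcholine addition; Technique: intracellular calcium via Fluo-8 fluorescence; Dosing: single-point, 3 µM nominal; Read-out basis: percent activation from peak-over-basal fluorescence ratio, scaled EC20-to-EC100 acetylcholine; Repeats: one well per compound, no replicates.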
Starred values were filed as active, the others as inactive; nt = not tested or not shown.

No.	structure	M4 antag	M4 ag	M1 PAM	CHRM5 agonist	M5 antag	M4 PAM	CRFR2-BP ag	M1 antag	M5 PAM
1	O=C(O)CC(NCc1ccco1)C(=O)OCCc1ccccc1 (stereo not given)	4	0	8	1	1	3	-2.6	-5	2
2	CC(CCc1ccccc1)NC(=O)c1cccc([N+](=O)[O-])c1 (stereo not given)	5	1	1	-2	8	-1	-2.2	-8	-6
3	O=C(Nc1cc(=O)[nH]c(=O)[nH]1)c1cccc(Br)c1	-1	1	8	-1	-4	14	2.5	3	8
4	C=CCN(CC=C)C(=S)Nc1ccc(OC)c(OC)c1	1	1	9	3	3	8	0.5	-10	4
5	Cc1cc(NC(=O)CSc2nc(-c3ccco3)cc(C(F)(F)F)n2)n(-c2ccccc2)n1	7	0	7	-2	0	8	-0.8	-8	3
6	CCCCCC(O)c1cccc(OCc2ccc3ccccc3n2)c1 (stereo not given)	-4	7	-10	2	-4	-10	4.5	-13	-4
7	FC(F)(F)c1cnc(Oc2ccccc2-c2nnc(-c3ccc(Cl)cc3)o2)c(Cl)c1	-11	0	0	3	1	12	4.1	-7	-2
8	O=C(CSc1nc2ccccc2[nH]1)Nc1ccc(F)c(F)c1	1	16	-11	7	7	-1	-0.6	12	-11
9	CC1CCN(C(=O)CSc2nnc(Cc3cccn3C)n2CCc2ccccc2)CC1	7	7	-5	-1	12	-7	-0.2	5	-7
10	Cc1cc(NC2CCCC2)n2nc(C)c(-c3ccccc3)c2n1	-2	-1	-1	-5	2	-7	3.4	0	1
11	COc1ccc2[nH]c(=O)c(CNC3CCCCC3)cc2c1	-22	2	8	2	-1	23*	-3.0	-13	23*
12	Cc1[nH][nH]c(=O)c1C(c1ccc(-c2ccc(Cl)c(C(=O)O)c2)o1)c1c(C)[nH][nH]c1=O	5	0	6	2	-11	2	0.1	-3	7
13	Cc1cc2ncn(S(=O)(=O)N3CCCCC3)c2cc1C	3	3	-1	-3	-1	-3	-3.4	1	-4
14	CCOc1ccc(NC(=O)CN2CCN(c3ccccc3C)CC2)cc1S(=O)(=O)N1CCCC1	1	3	-9	-3	7	-3	1.0	25	-7
15	Cc1ccc(C)c(NS(=O)(=O)c2ccc3[nH]c(=O)oc3c2)c1	-12	3	0	1	0	11	1.4	5	-3
16	CC1(C)CN(c2ccsc2C(=O)O)C1=O	-4	1	13	0	3	9	2.6	-10	4
17	COCc1ccc(CN2CCCC(CO)(Cc3cccc(Cl)c3)C2)o1 (stereo not given)	11	1	-2	-12	11	-15	0.0	5	-3
18	Cc1cc(Nc2ccc(Cl)cc2)n2nnnc2n1	5	1	1	-3	16	6	-2.0	-8	-3
19	CCCCOc1ccc(C(=O)N/C(=C/C=C/c2ccccc2)C(=O)N2CCOCC2)cc1	7	0	-1	-3	3	-6	-2.7	1	-1
20	CCn1c(=O)cc(OCC(=O)NC2CCCCC2)c2ccccc21	3	1	9	4	5	-11	-2.9	1	-8

Quoted at random: 2 records from the list.
No.	structure	M4 antag	M4 ag	M1 PAM	CHRM5 agonist	M5 antag	M4 PAM	CRFR2-BP ag	M1 antag	M5 PAM
15	Cc1ccc(C)c(NS(=O)(=O)c2ccc3[nH]c(=O)oc3c2)c1	-12	3	0	1	0	11	1.4	5	-3
20	CCn1c(=O)cc(OCC(=O)NC2CCCCC2)c2ccccc21	3	1	9	4	5	-11	-2.9	1	-8

Another view of part of the listing above.
9) CC1CCN(C(=O)CSc2nnc(Cc3cccn3C)n2CCc2ccccc2)CC1
  M4 antag: 7 | M4 ag: 7 | M1 PAM: -5 | CHRM5 agonist: -1 | M5 antag: 12 | M4 PAM: -7 | CRFR2-BP ag: -0.2 | M1 antag: 5 | M5 PAM: -7

7) FC(F)(F)c1cnc(Oc2ccccc2-c2nnc(-c3ccc(Cl)cc3)o2)c(Cl)c1
  M4 antag: -11 | M4 ag: 0 | M1 PAM: 0 | CHRM5 agonist: 3 | M5 antag: 1 | M4 PAM: 12 | CRFR2-BP ag: 4.1 | M1 antag: -7 | M5 PAM: -2

12) Cc1[nH][nH]c(=O)c1C(c1ccc(-c2ccc(Cl)c(C(=O)O)c2)o1)c1c(C)[nH][nH]c1=O
  M4 antag: 5 | M4 ag: 0 | M1 PAM: 6 | CHRM5 agonist: 2 | M5 antag: -11 | M4 PAM: 2 | CRFR2-BP ag: 0.1 | M1 antag: -3 | M5 PAM: 7

Further structures.
No.	structure	M4 antag	M4 ag	M1 PAM	CHRM5 agonist	M5 antag	M4 PAM	CRFR2-BP ag	M1 antag	M5 PAM
21	S=C1NCCN1CC1CCN(CC2CCCC2)CC1	6	0	-3	-1	1	-9	0.0	5	-5
22	CCN(CC)S(=O)(=O)c1ccc(=O)n(CC(=O)N2CCCc3cc(C)ccc32)c1	-13	8	1	2	-2	6	0.1	3	4
23	Cc1c(C(=O)N2CCOCC2)sc(NC(=O)Cc2ccccc2)c1C#N	9	2	-2	-1	2	-7	-5.7	0	-1
24	Cc1ccc(CCNC(=O)C2CCCN(c3nc4ccccc4o3)C2)cc1 (stereo not given)	6	7	-9	-1	4	-13	-5.3	9	-12
25	C=CCNC(=O)CCc1nnc(C2(c3ccc(Cl)cc3)CCC2)o1	-7	1	9	-3	-3	3	-2.8	-7	4
26	COc1ccc(NC(=O)C2=CC(c3ccco3)=NS(=O)(=O)N2C)cc1OC	-2	2	4	4	2	-4	-1.6	-7	-3
27	N#Cc1cc(-c2ccccc2)nnc1Oc1ccccc1	12	1	5	-1	14	5	1.8	-28	2
28	COc1ccc(C(=O)N2CCN(C(=O)C3COc4ccccc4O3)CC2)cc1 (stereo not given)	1	2	6	0	9	0	0.6	-2	-5
29	COc1ccc(C(=O)CC(Nc2ccc([N+](=O)[O-])cc2)c2ccc(Cl)cc2)cc1 (stereo not given)	8	1	-10	3	16	-10	-1.1	17	-15
30	COc1ccc(Cl)cc1NC(=O)C1Cc2cc(S(=O)(=O)N3CCCC3)ccc2N1C(C)=O (stereo not given)	-8	8	10	-3	13	-12	-0.9	-9	-5
31	Nc1nc2ncc(C(=O)c3cc(F)ccc3O)cc2s1	-10	3	-1	6	6	-7	0.1	2	-7
32	COc1ccc(OC)c(S(=O)(=O)N2CCCC(C)C2)c1 (stereo not given)	-6	0	5	-2	-10	28*	-2.2	-4	10
33	CCOC(=O)N1CCC(NC(=O)CCCN2C(=O)CSc3ncccc32)CC1	4	2	0	-3	-6	4	1.8	8	3
34	Cc1ccc(S(=O)(=O)N2CCN(C(=O)COC(=O)c3ccccc3Cl)CC2)c(C)c1	-2	14	-1	3	12	-1	-0.5	5	-11
35	Cc1ccc(SC(c2ccccc2)C(Cn2cncn2)C(=O)c2ccccc2)cc1 (stereo not given)	5	0	8	-2	2	-6	8.9	-15	7
36	Cc1cc(C)cc(N(CCC(=O)O)S(=O)(=O)c2ccc3ccccc3c2)c1	1	0	7	2	-2	5	-1.1	-6	1
37	CCCN1CCN(C(=O)c2cccc3c2C(=O)N(CCOC)C3)CC1	3	0	-13	1	1	0	8.0	26	-5
38	O=C(O)/C=C/c1ccc(S(=O)(=O)Nc2ccc(OCc3ccccc3)cc2)cc1	1	0	3	5	4	-2	1.6	1	0
39	COc1ccc(-n2nnnc2C2c3ccccc3C(=O)N2C2CCN(Cc3ccccc3)CC2)cc1 (stereo not given)	3	2	nt	-2	-1	-4	nt	nt	0
40	Cc1sc2nnn(CC(=O)N3CCN(C(=O)c4ccco4)CC3)c(=O)c2c1C	15	-1	6	4	-13	-10	-2.0	-7	3

Three entries out of the list above, arranged by the value under M5 PAM, smallest number first.
No.	structure	M4 antag	M4 ag	M1 PAM	CHRM5 agonist	M5 antag	M4 PAM	CRFR2-BP ag	M1 antag	M5 PAM
34	Cc1ccc(S(=O)(=O)N2CCN(C(=O)COC(=O)c3ccccc3Cl)CC2)c(C)c1	-2	14	-1	3	12	-1	-0.5	5	-11
31	Nc1nc2ncc(C(=O)c3cc(F)ccc3O)cc2s1	-10	3	-1	6	6	-7	0.1	2	-7
22	CCN(CC)S(=O)(=O)c1ccc(=O)n(CC(=O)N2CCCc3cc(C)ccc32)c1	-13	8	1	2	-2	6	0.1	3	4

The list continues.
No.	structure	M4 antag	M4 ag	M1 PAM	CHRM5 agonist	M5 antag	M4 PAM	CRFR2-BP ag	M1 antag	M5 PAM
41	CC1c2nc3ccccc3n2C(CC(=O)NC2CC2)C(=O)N1Cc1ccccc1 (stereo not given)	-9	0	-5	-2	11	2	-0.8	5	-3
42	OCC[C@H]1C[C@H](O)[C@@H](O)[C@@]2(OCCCc3ccccc32)O1	-11	2	19	-1	1	20	1.0	-9	11
43	O=C(/C=C/c1c(Cl)nc2ccccn12)N1CCN(c2ccc(F)cc2)CC1	1	4	1	1	-2	-1	0.4	5	4
44	COc1ccc(C(=O)NCc2nnc(SCC(=O)N3CCc4ccccc43)o2)cc1OC	-7	1	7	0	-6	9	-0.9	-24	10
45	COCCNC(=S)N1CCN(S(C)(=O)=O)CC1	3	1	-4	0	4	-2	1.6	10	7
46	CCOC(=O)c1c(CN2CCOCC2)n(-c2ccccc2)c2cc(Br)c(O)cc12	23	1	-8	-3	17	-19	1.1	14	-12
47	CCCCCn1c(=O)[nH]c2cc(C(=O)NCc3ccc4c(c3)OCO4)ccc2c1=O	-1	0	7	-6	4	-1	3.6	-9	10
48	O=C(Nc1nnc([C@H]2C[C@H](O)[C@@H](CO)O2)s1)c1cccc(OC(F)(F)F)c1	-10	0	0	0	-3	-1	nt	-6	3
49	N#Cc1ccc(S(=O)(=O)NC2CC2)cc1	-12	1	16	-3	9	5	-1.7	-9	5
50	CCCCN(C(=O)CCC(=O)O)C1CC(=O)N(c2ccc(OCCC)cc2)C1=O (stereo not given)	2	1	8	0	-3	16	-1.4	-4	3
51	CC(C)C[C@@H](CSc1ccccc1)N1CCN(CC(C)C)CCC1=O	3	2	-9	-12	6	-1	-2.2	9	-4
52	COc1cccc(C(=O)NCCCNC(=O)c2ccccn2)c1	-3	1	5	-3	7	-1	0.8	-10	-1
53	O=C(CCN1C(=O)/C(=C/c2ccc(Cl)cc2)SC1=S)Nc1cccc(C(=O)O)c1	-13	1	3	-2	-3	-5	0.3	-12	0
54	CCn1c(=O)c([N+](=O)[O-])c(NCC2CCCO2)c2ccccc21 (stereo not given)	-3	1	9	4	-1	1	0.6	-14	3
55	CC[n+]1ccccc1/C=C/c1ccc(N(C)C)cc1	2	1	7	-4	-2	1	8.4	-6	0
56	COc1ccc(NC(=S)NCCc2c[nH]c3ccccc23)c(OC)c1	-7	3	6	-2	14	1	-0.7	-6	-6
